Screens (PubChem BioAssay)
PREPL inhibitor – PREPL enzyme inhibitors, primary screen, biochemical, fluorescence polarization; AID 2751, 2010; 0.68% of 320,000 active; Prolyl endopeptidase-like (Homo sapiens), Q4J6C6; inhibition, % at 5.96 µM; recombinant PREPL, fluorescence polarization activity-based probe; in the data active = inhibition above about 43%;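 note: 0% = enzyme with DMSO and 100% = wells lacking enzyme; many of its hits are not listed in these tables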
Efflux pump inh – inhibitors of Candida efflux pumps in yeast, primary screen, S. cerevisiae, Nile Red, multiplex; AID 485275, 2010; S. cerevisiae Candida pump triplex; 0.44% of 330,000 active; inhibition, % at 10 µM;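 active = plate passing quality check with inhibition over a set limit, or well fluorescence over plate mean plus 4 SD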;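 note: Nile Red retained in pooled yeast measured as flow cytometry median fluorescence; 0% = buffer negative control and 100% = Enniatin B positive control; higher means more Nile Red kept so more efflux inhibition; some compounds called inactive have numbers as strong as hits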
HCV core dimer – inhibitors of HCV core protein dimerization, primary screen, biochemical, TR-FRET, high-throughput. TR-FRET GST/Flag-core106 dimerization, 1536-well. AID 1899, 2009. 0.33% of 300,000 active. inhibition, % at 5 µM;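 active = inhibition above the mean of all tested compounds plus 3 SD, set per screening campaign, cut at about 45% in these data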
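Assay system: Tagged HCV core106 pair (GST and Flag) | Buffer or medium: KF-containing HEPES buffer, pH 7.45, DTT, CHAPS, BSA | Also added: Eu donor and XL665 acceptor anti-tag antibodies | Dosing: One concentration, 5 µM, in 0.5% DMSO | Timing: 4 h at 22.5 °C | Technique: TR-FRET 671 and 617 nm emission | Repeats: Singlicate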
PP1 counter – PP1-alpha phosphatase inhibitors, primary screen, counter-screen for PP5 inhibitor project, biochemical, fluorescence, OMFP substrate, single point; Serine/threonine-protein phosphatase PP1-alpha catalytic subunit (Homo sapiens), P62136; purified PP1alpha; inhibition, % at 6.7 µM; 0.9% of 320,000 active; AID 2235, 2010;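 active = inhibition above the mean inhibition of all tested compounds plus 3 SD, computed separately for each screening campaign, cut at about 15% in these data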
Target sequence (P62136 whole entry, looked up): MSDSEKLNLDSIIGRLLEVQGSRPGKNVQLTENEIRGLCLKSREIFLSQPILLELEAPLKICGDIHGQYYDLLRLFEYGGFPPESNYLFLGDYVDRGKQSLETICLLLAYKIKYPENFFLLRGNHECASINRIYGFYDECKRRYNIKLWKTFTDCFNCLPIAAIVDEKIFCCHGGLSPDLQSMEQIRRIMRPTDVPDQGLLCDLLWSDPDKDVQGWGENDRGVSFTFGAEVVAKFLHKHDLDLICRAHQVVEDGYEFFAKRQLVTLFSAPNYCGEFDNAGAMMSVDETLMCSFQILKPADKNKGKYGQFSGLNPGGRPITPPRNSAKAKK
CTSL1 counter – Fasciola hepatica cathepsin L1 inhibitors, primary screen, counter-screen for PFM18AAP inhibitor project, biochemical, QFRET, fluorogenic peptide substrate | recombinant F. hepatica cathepsin L1, Z-Leu-Arg-MCA fluorescence | inhibition, % at 5.96 µM | 0.49% of 300,000 active | AID 1906, 2009;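 active = inhibition above the mean of all tested compounds plus 3 SD, set per screening campaign, cut at about 17% in these data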;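 note: 0% = plate median of test compound wells and 100% = 1 µM Z-Phe-Ala-diazomethylketone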
ZTA DNA inh – ZTA (EBV) inhibition in EBNA-1 counter-screen; P03206; ZTA-DNA binding, fluorescence polarization; inhibition, % at 11 µM; 0.15% of 320,000 active; AID 2234; in the data active = inhibition above about 33%
Target sequence (P03206 whole entry, looked up): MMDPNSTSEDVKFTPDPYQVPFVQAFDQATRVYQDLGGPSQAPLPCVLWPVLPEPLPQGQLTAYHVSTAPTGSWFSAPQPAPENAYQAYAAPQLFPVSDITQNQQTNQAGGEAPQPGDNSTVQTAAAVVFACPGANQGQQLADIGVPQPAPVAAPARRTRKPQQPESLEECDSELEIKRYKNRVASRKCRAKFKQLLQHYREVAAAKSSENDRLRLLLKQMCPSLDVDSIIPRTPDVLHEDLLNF
TPT1 inh – Candida albicans TPT1 enzyme inhibitors, primary screen, biochemical, fluorescence polarization. inhibition, % at 5 µM. 0.81% of 300,000 active. tRNA 2'-phosphotransferase TPT1 (Candida albicans SC5314). recombinant caTPT1, FP RNA substrate dephosphorylation;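 active = inhibition above the mean of all tested compounds plus 3 SD, set per screening campaign, cut at about 24% in these data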;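 note: plate controls were DMSO alone for no effect and ferristatin control at 100 nM for full effect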
PP5 inh – PP5 phosphatase inhibitors, primary screen, biochemical, fluorescence; Serine/threonine-protein phosphatase 5 (Homo sapiens), P53041; purified PP5c, OMFP substrate fluorescence; inhibition, % at 6.7 µM; 0.18% of 320,000 active; AID 1987, 2009;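 active = inhibition above the campaign's mean inhibition across all tested compounds plus 3 SD, cut at about 9.5% in these data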;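 note: 0% = DMSO only and 100% = 100 µM cantharidin control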
Target sequence (P53041 whole entry, looked up): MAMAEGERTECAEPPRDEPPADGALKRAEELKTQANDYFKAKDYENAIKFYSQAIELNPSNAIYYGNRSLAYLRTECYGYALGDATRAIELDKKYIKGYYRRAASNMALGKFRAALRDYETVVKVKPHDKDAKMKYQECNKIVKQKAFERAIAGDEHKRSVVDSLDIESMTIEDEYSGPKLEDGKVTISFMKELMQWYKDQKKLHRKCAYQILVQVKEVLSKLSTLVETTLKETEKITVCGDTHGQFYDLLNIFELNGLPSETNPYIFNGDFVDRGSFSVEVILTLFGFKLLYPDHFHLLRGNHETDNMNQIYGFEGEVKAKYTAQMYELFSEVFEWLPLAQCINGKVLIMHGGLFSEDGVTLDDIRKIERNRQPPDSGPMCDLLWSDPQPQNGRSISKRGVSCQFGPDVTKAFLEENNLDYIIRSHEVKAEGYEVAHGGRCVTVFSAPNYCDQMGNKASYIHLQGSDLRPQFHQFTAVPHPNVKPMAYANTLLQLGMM
EBNA-1 inhibitor – EBNA-1 DNA-binding inhibitors, primary screen, biochemical, fluorescence polarization; inhibition, % at 14.8 µM; 0.34% of 300,000 active; in the data active = inhibition above about 28%
Starred values were filed as active, the others as inactive; . = no result given.

SMILES | PREPL inhibitor | Efflux pump inh | HCV core dimer | PP1 counter | CTSL1 counter | ZTA DNA inh | TPT1 inh | PP5 inh | EBNA-1 inhibitor
CCOP(=O)(OCC)/C(=N/OC(=O)c1ccccc1C)C(N)=O | -1 | 0.1 | -1 | 0 | 1 | 0 | -2 | -0.1 | 12
O=C(CCc1nc(-c2ccccc2)no1)NCC1CCCO1 (centres undefined) | -3 | 0.3 | 6 | -1 | 1 | -6 | -1 | 1.6 | -4
S=C(Nc1ccccc1)N1CCn2c1nc1ccccc12 | 15 | 0.0 | 2 | 5 | 1 | 3 | 1 | 0.8 | -3
O=C(Nc1ccc(F)cc1)c1oc2ccccc2c1NC(=O)C1CC1 | 0 | 0.1 | 4 | -2 | -2 | -8 | -1 | 1.3 | -6
Cc1ccc(S(=O)(=O)NCc2c(Cl)cccc2Oc2ccccc2)cc1 | -32 | -0.2 | 11 | 0 | -3 | -9 | 11 | 1.4 | 5
Cc1ccn2cc(CC(=O)O)nc2c1 | 4 | -0.1 | 1 | -2 | 2 | 12 | -8 | -1.3 | 4
CCOc1ccccc1Nc1nc(-c2sc(NC(=O)c3ccco3)nc2C)cs1 | 5 | 0.1 | 4 | 2 | 3 | 8 | 3 | 2.2 | -1
Cc1c(C(=O)NNC(=O)Nc2ccc([N+](=O)[O-])cc2)oc2ccccc12 | 14 | -0.5 | -12 | 15 | 2 | 2 | 1 | 1.6 | -4
Cc1cc(-c2nnnn2-c2cc(Cl)cc(Cl)c2)no1 | -10 | -0.1 | 3 | -4 | -2 | -11 | 1 | -0.6 | 1
Cn1c(-c2ccccc2)c(C=O)c2ccccc21 | 15 | 0.0 | 1 | -3 | -2 | -16 | -3 | -0.9 | 0
CCn1c(=O)cc(SCC(=O)Nc2ccc(Cl)cc2)c2ccccc21 | -2 | 0.3 | 0 | 1 | -2 | 1 | -8 | 4.1 | -17
Cc1cc(C)cc(NC(=O)c2ccc3nc[nH]c3c2)c1 | 11 | 0.2 | -4 | -3 | -1 | -7 | 2 | 0.6 | 3
CCOC(=O)C1CCCCN1C(=O)CCc1c(C)nc2ncnn2c1C (centres undefined) | 0 | 0.0 | 3 | 1 | 1 | -1 | 1 | -1.7 | 11
CCCCNC(=O)COc1ccccc1[N+](=O)[O-] | 6 | 0.2 | -4 | 1 | -2 | -7 | 6 | 0.5 | 5
Cc1cccc(C)c1NC(=O)CNC(=O)CCNC(=O)c1ccco1 | 3 | 0.1 | . | 1 | . | 8 | . | 2.5 | .
CC(=O)N1C(=O)N(C)C2C1N(C)C(=O)N2C(C)=O (centres undefined) | 2 | 0.0 | -3 | -3 | 1 | 15 | -1 | -1.1 | 1
COc1ccc(C(=O)O)cc1NS(=O)(=O)c1cccc2nsnc12 | 16 | 0.0 | -8 | 2 | 1 | -21 | -7 | 1.8 | -2
COc1ccc(C2CC(=O)C=C(NCC3CCCO3)C2)cc1 (centres undefined) | -1 | 0.0 | -2 | -1 | 1 | 12 | -3 | -0.2 | 2
O=C(O)CC12CSc3[nH]c(=O)sc3C1c1ccccc1OC2=O (centres undefined) | 11 | 0.0 | -7 | -3 | -3 | 10 | 2 | 3.0 | -12
C/C(CC(=O)Nc1ccc2c(c1)OCCO2)=N\NC(=O)COc1cccc(C)c1 | 7 | -0.2 | -2 | -1 | 1 | -2 | 2 | -4.1 | 4
c1ccc2c(CN3CCSCC3)cccc2c1 | -3 | 0.0 | -2 | -2 | 2 | 17 | -2 | -0.2 | 6
CCc1nc2ccccc2c(C(=O)OCC(=O)Nc2ccc(S(=O)(=O)N3CCOCC3)cc2)c1C | 3 | 0.0 | 4 | 0 | 1 | 5 | -7 | 5.2 | 2
O=C1c2[nH]nc(-c3ccccc3O)c2C(c2ccc(F)cc2)N1Cc1ccco1 (centres undefined) | -1 | 0.2 | 9 | 11 | 2 | 7 | -2 | 7.4 | -2
O=C(NC1CCCCC1)N1CCC(c2nc3ccc(Cl)cc3[nH]2)CC1 | 3 | 0.3 | 0 | -2 | -5 | -10 | 5 | 1.9 | -4
Cc1ccc(S(=O)(=O)CC2CSc3nc(N)cc(=O)n32)cc1 (centres undefined) | 3 | 0.0 | -1 | -1 | -1 | 13 | -1 | -0.7 | 4
Cc1sc2nc(SCC(=O)c3cc(C)n(CC4CCCO4)c3C)n(C(C)C)c(=O)c2c1C (centres undefined) | -3 | 0.1 | 8 | -3 | 0 | 8 | 0 | -0.8 | 11
Cc1ccc(N(CC(=O)NCc2ccc(F)cc2)C(=O)c2ccco2)cc1C | -1 | -0.1 | -14 | 2 | 1 | -15 | -1 | 2.3 | -14
CCc1nnc(NC(=O)CSc2nnc(CNc3ccc(OC)cc3)n2C)s1 | 20 | -0.4 | -14 | 2 | 0 | 0 | -4 | 0.2 | 7
Cc1ccc(C)c(/C=C2\N=C(c3ccccc3F)OC2=O)c1 | 9 | 0.3 | 14 | -3 | 6 | 0 | 0 | 0.5 | 4
CCOc1ccc(S(=O)(=O)NCCC(=O)Nc2cccc(C(=O)OC)c2)cc1 | -1 | 0.0 | 5 | -7 | -2 | -2 | 0 | 0.8 | -4
CC(C)(C)c1cc[n+](CC(=O)Nc2cc(C(F)(F)F)ccc2N2CCOCC2)cc1 | 8 | 0.0 | 0 | 8 | 7 | -21 | 0 | 0.5 | -18
CN(Cc1ccc(F)cc1)C(=O)COc1ccccc1-c1ccccc1 | -15 | 0.4 | 0 | 0 | 0 | -14 | 3 | 3.3 | -18
COC(=O)c1ccc(NC(=O)C2CC(=O)N(c3cc(C)ccc3C)C2)cc1 (centres undefined) | -3 | 0.0 | -2 | -4 | -1 | 2 | -2 | 2.1 | 0
Cc1cc2oc(C(=O)Nc3ccc(S(=O)(=O)N4CCCC(C)C4)cc3)cc(=O)c2cc1Cl (centres undefined) | 2 | 0.1 | 21 | -1 | -1 | -15 | -3 | 4.0 | -14
C/C(=N\NC(=O)C(C)Nc1cccc(Cl)c1)c1ccc([N+](=O)[O-])cc1 (centres undefined) | 12 | 0.0 | 8 | 1 | -3 | 6 | -2 | 2.1 | -6
Cc1ccc(SCC(=O)OCC(=O)NCC2CCCCC2)cc1C | 7 | 0.0 | -1 | 1 | -8 | 2 | 0 | 1.1 | -8

Arranged by count of non-hydrogen atoms (descending): part of the list above
SMILES | PREPL inhibitor | Efflux pump inh | HCV core dimer | PP1 counter | CTSL1 counter | ZTA DNA inh | TPT1 inh | PP5 inh | EBNA-1 inhibitor
Cc1cc2oc(C(=O)Nc3ccc(S(=O)(=O)N4CCCC(C)C4)cc3)cc(=O)c2cc1Cl (centres undefined) | 2 | 0.1 | 21 | -1 | -1 | -15 | -3 | 4.0 | -14
COC(=O)c1ccc(NC(=O)C2CC(=O)N(c3cc(C)ccc3C)C2)cc1 (centres undefined) | -3 | 0.0 | -2 | -4 | -1 | 2 | -2 | 2.1 | 0
C/C(=N\NC(=O)C(C)Nc1cccc(Cl)c1)c1ccc([N+](=O)[O-])cc1 (centres undefined) | 12 | 0.0 | 8 | 1 | -3 | 6 | -2 | 2.1 | -6

(listing goes on)
SMILES | PREPL inhibitor | Efflux pump inh | HCV core dimer | PP1 counter | CTSL1 counter | ZTA DNA inh | TPT1 inh | PP5 inh | EBNA-1 inhibitor
CC(C)=CC(=O)OCC(=O)Nc1cc(C)ccc1C | 2 | 0.0 | -2 | -1 | -2 | 13 | 2 | -2.0 | 5
CC(C)CNC(=O)COC(=O)c1c2c(nc3ccccc13)/C(=C/c1cccs1)CC2 | 30 | -0.1 | 13 | 6 | 1 | -6 | 15 | 0.9 | 3
C(=N\N1CCN(Cc2ccccc2)CC1)/c1ccc(-c2ccccc2)cc1 | 1 | -0.2 | -10 | -5 | 17* | 4 | 0 | 3.1 | 1
Cc1c(C(=O)OCCOc2ccccc2)[nH]c2c1C(=O)CCC2 | -26 | -0.3 | -2 | 0 | 3 | -9 | -5 | 0.2 | 4
O=C(COc1ccc(Br)cc1)N1CCN(c2ncccn2)CC1 | -11 | -0.1 | . | -1 | . | -5 | . | -1.4 | .
COc1ccc(/C=c2\sc3nc(=O)c(C)nn3c2=O)c(OC)c1 | 3 | 0.0 | 6 | -1 | 1 | 6 | 14 | 0.9 | 3
COc1ccc(OCC(=O)NNC(=O)C(=O)Nc2cc(OC)ccc2OC)cc1 | 20 | 0.1 | -2 | 2 | -1 | -9 | 2 | -0.1 | 2
CCn1c(SCC(=O)c2ccccc2)nnc1-c1ccoc1C | 11 | 0.2 | 0 | -1 | -6 | -2 | -2 | -0.8 | 3
COc1ccc(C2CC(c3c(-c4ccccc4)c4cc(Cl)ccc4[nH]c3=O)=NN2S(C)(=O)=O)cc1 (centres undefined) | -14 | 0.2 | 15 | -4 | 2 | 5 | -3 | 4.1 | -6
CC1=NC(C(F)(F)F)(C(F)(F)F)C2=C(CC(C)(C)CC2=O)N1Cc1ccco1 | 12 | 0.0 | -7 | -1 | -2 | 5 | -2 | 1.3 | 6
CC(=O)c1ccc(NC(=O)C2(S(=O)(=O)c3ccccc3)CC2)cc1 | 5 | 0.0 | -5 | -4 | 7 | 1 | 0 | 1.0 | -2
CCOC(=O)C1CCN(C(=O)c2ccc(NS(=O)(=O)c3ccc(F)cc3C)cc2)CC1 | -19 | -0.1 | -1 | -2 | 1 | 3 | 1 | -1.0 | -3
Cc1ccc(C(=O)N/C(=C\c2ccc3c(c2)OCO3)C(=O)N2CCOCC2)cc1 | 6 | 0.1 | 8 | 0 | 2 | 20 | -2 | -0.1 | 9
Cc1cccc2c(=O)cc(C)n(CC(=O)N3CCOCC3)c12 | 3 | 0.0 | -3 | 1 | -2 | 9 | 6 | 2.1 | 4
CC(C)OC(=O)c1ccc(NC(=O)c2ccco2)cc1 | -16 | -0.2 | -1 | -3 | 1 | 1 | 0 | 0.4 | 4
Cc1cc(NC(=O)C(C)SCC(=O)NCc2ccc(F)cc2)no1 (centres undefined) | 14 | 0.0 | . | -1 | . | -4 | . | 2.0 | .
NS(=O)(=O)c1ccc(CCNC(=O)C(=O)NCC2OCCN2S(=O)(=O)c2cc(F)ccc2F)cc1 (centres undefined) | -18 | -0.1 | 18 | 0 | 4 | -4 | -1 | -0.9 | -8
NNC(=O)c1ccc(COc2ccc3ccccc3c2)o1 | -6 | 0.2 | -2 | 6 | 8 | -3 | -2 | 4.5 | -2
Cc1cc(OCC(=O)OCC(=O)NC2CCCCCC2)ccc1Cl | 14 | -0.1 | . | -3 | . | 13 | . | 1.0 | .
O=C(NCc1nc2ccccc2[nH]1)c1cccs1 | -7 | 0.1 | 4 | 0 | -6 | -2 | -2 | 1.1 | 2
CCCCOc1ccc(N(CC(=O)NC2CCCCC2)C(=O)c2snc(C(N)=O)c2N)cc1 | -13 | 0.4 | 15 | 0 | 4 | -13 | -2 | -0.1 | -8
Cc1oc2ccc(O)cc2c1C(=O)c1ccc(Br)cc1 | -6 | 0.0 | -3 | 0 | 7 | -10 | 2 | 3.0 | -16
Cc1nn(CC(=O)NC(=O)NC2CCCCC2C)c(=O)c(C#N)c1C (centres undefined) | -1 | 0.1 | 2 | -1 | 2 | 9 | 3 | -0.4 | -4
CCNc1nc(Oc2c(Cl)cccc2Cl)cc(C(F)(F)F)n1 | 1 | -0.1 | -12 | 2 | 3 | -3 | -1 | 3.2 | 4
O=C(NCC(c1ccco1)N1CCCC1)c1cccc(S(=O)(=O)Nc2ccc(F)cc2)c1 (centres undefined) | 0 | 0.4 | . | -2 | . | -1 | . | 1.5 | .

Not all compounds are listed. The share of hits here may be higher or lower than overall.
